Diaph inh CS – counter-screen for diaphorase-based assays: diaphorase inhibitors and chemical oxidizers; 0.69% of 190,000 active; diaphorase resazurin-to-resorufin fluorescence, NADH, 16 min; bacterial (C. kluyveri) enzyme, not human; inhibition, % at 20 µM;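 active = primary screen inhibition at 20 µM above a set limit, cut at about 50% in these data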;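 note: plate controls were DMSO with full reaction for no effect and wells lacking NADH for full effect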
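Assay system – diaphorase enzyme from Clostridium kluyveri · Amount – diaphorase 0.14 U/mL (working solution) · Times – reaction incubation of 16 min at room temperature · Controls – No-NADH positive control and DMSO neutral control · Signal – resorufin fluorescence 544/590 nm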
bIAP inhibitor – blocks bovine intestinal alkaline phosphatase activity; purified bovine IAP, CDP-star luminescence, 30 min; inhibition, % at 20 µM; 190,000 tested, under 10 active; AID 1019;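 active = over 50% inhibition of intestinal alkaline phosphatase at 20 µM in the single-dose screen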
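Assay system – bovine IAP enzyme · Quantity – bovine IAP at 1/65,000,000 final dilution · Detection – CDP-star luminescence signal · Times – 30 min reaction at room temperature · Also added – CDP-star substrate at 30 µM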
Diaph act CS – diaphorase activation or chemical reduction counter-screen. activation factor at 20 µM. AID 1229. Diaphorase/resazurin coupled assay, resorufin fluorescence, 16 min; stronger effect = higher value; 1 = vehicle wells, 0 = NADH-free wells. 0.005% of 190,000 active;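 active = diaphorase activity raised at least twofold by the compound at 20 µM; inactive = activation factor below 2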
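Test system: Clostridium kluyveri diaphorase, purified enzyme. Buffer or medium: 50 mM HEPES pH 7.4 buffer plus MgCl2 and Tween 20. Also added: 0.114 mM NADH and 0.1 mM resazurin, final amounts. Dosing: compound 20 µM once, DMSO 1%. Schedule: 16 min enzyme reaction, ambient temperature. Detection: fluorescence of resorufin, 544 nm excitation, 590 nm emission.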
Lmaj promast – Leishmania major promastigote growth inhibition. Leishmania major promastigotes, resazurin fluorescence viability. inhibition, % at 10 µM. 9% of 200,000 active. AID 1063; in the data active = inhibition above about 50%;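 note: promastigotes grown with compound for 44 hours at 28 °C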
TNAP inh no acc – blocks human TNAP activity with no phosphate acceptor present. P05186. purified TNAP, CDP-star luminescence, 30 min. inhibition, % at 20 µM. 0.26% of 200,000 active. AID 1012;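 active = tissue-nonspecific alkaline phosphatase inhibition above about 50% at 20 µM in the single-dose screen, limit read from the data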;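 note: 0% = DMSO negative control and 100% = EDTA positive control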
Target sequence (P05186 whole entry, looked up): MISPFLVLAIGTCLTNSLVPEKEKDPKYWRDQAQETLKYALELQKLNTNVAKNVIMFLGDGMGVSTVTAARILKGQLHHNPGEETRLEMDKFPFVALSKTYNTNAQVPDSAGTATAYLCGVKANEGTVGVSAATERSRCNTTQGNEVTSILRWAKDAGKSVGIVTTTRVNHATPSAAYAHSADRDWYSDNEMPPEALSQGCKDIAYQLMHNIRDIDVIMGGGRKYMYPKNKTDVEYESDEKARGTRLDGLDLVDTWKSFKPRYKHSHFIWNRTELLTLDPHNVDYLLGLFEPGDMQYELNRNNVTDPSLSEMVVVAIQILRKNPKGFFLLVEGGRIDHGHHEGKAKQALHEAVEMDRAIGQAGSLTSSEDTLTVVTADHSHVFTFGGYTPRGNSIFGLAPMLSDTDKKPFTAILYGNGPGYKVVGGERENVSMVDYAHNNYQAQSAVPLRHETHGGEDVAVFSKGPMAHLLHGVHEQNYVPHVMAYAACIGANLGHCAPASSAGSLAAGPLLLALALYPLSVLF
TNAP act hiacc – TNAP (human) activation, high acceptor; P05186; purified TNAP, CDP-star luminescence, 1 M DEA, 30 min; stronger effect = higher value; 0 = EDTA background, 1 = DMSO-only activity; activation factor at 20 µM; 200,000 tested, under 10 active; AID 1136;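 active = activation factor at least 2 at 20 µM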
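system = human TNAP | amount = enzyme diluted 1/800 final | reagent = 100 µM CDP-star substrate | signal = luminescent substrate turnover signal | dosing = one dose, 20 µM | benchmarks = EDTA negative control, DMSO positive control | measure = activation factor | timing = 30 min reaction, room temperature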
PMI act satM6P – PMI (human) activation, high substrate. P34949. 0.34% of 190,000 active. coupled PMI enzyme assay, resazurin fluorescence, 20 min; stronger effect = higher value; 1 = untreated enzyme, 0 = substrate-free blank. activation factor at 20 µM. AID 1216;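 active = activation factor of 2 or more at 20 µM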
Target sequence (P34949 whole entry, looked up): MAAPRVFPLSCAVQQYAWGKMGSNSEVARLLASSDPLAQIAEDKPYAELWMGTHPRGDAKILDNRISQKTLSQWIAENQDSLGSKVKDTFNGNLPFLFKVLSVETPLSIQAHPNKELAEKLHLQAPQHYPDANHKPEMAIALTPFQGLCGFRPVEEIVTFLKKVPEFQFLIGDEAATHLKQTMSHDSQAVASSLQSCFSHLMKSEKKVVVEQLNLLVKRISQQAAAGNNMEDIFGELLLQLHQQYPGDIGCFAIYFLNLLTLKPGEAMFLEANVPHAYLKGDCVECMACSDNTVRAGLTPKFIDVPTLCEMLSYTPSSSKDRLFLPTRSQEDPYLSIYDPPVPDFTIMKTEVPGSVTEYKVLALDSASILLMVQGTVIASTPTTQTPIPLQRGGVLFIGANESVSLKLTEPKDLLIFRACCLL
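Test system: human phosphomannose isomerase with PGI, G6PDH, diaphorase coupling enzymes; Amount: PMI at 15 ng/mL final; Reagent: Mannose-6-phosphate 1.0 mM (near-saturating) plus 0.22 mM NADP+; Timing: 20 min, room temperature; Technique: resorufin fluorescence at Ex 544/Em 590 nm; Dosing: 20 µM single dose.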
PMI act – activators of human phosphomannose isomerase; purified human PMI, coupled resazurin fluorescence, 20 min; stronger effect = higher value; 1 = vehicle control, 0 substrate-free wells; activation factor at 20 µM; P34949; 0.005% of 190,000 active;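 active = activation factor of 2 or more at 20 µM, relative to plate controls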
bIAP activator – increases bovine intestinal alkaline phosphatase activity; purified bovine IAP, CDP-star luminescence, 30 min; stronger effect = higher value; fold of DMSO-control signal, blank-subtracted; 0.17% of 200,000 active; activation factor at 20 µM;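 active = activation factor of 2 or more at 20 µM, a signal rise over negative controls twice the positive control's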
TNAP inh hi DEA – blocks human TNAP under high phosphate acceptor concentration; P05186; purified TNAP, CDP-star luminescence, 1 M DEA; inhibition, % at 20 µM; 0.03% of 200,000 active;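 active = over 50% inhibition of tissue-nonspecific alkaline phosphatase at 20 µM in the single-dose screen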;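 note: plate controls were DMSO wells for no effect and EDTA-quenched wells as full inhibition for full effect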
Active calls of the source: *; . = not tested or not shown.

cpd	smiles	Diaph inh CS	bIAP inhibitor	Diaph act CS	Lmaj promast	TNAP inh no acc	TNAP act hiacc	PMI act satM6P	PMI act	bIAP activator	TNAP inh hi DEA
1	COc1cccc(N(C(C)=O)c2nc(C)cc(C)c2C#N)c1	14	15	0.9	-7	-5	1	0.9	0.9	0.8	1
2	O=C(NCCN1CCCCCC1)C1CCC(CNS(=O)(=O)c2cccc3cccnc23)CC1 (stereo unspecified)	4	4	1	2	-7	1.1	1	0.9	1	-12
3	O=C(NC(NC1CCS(=O)(=O)C1)C(=O)c1cccs1)c1ccccc1 (stereo unspecified)	16	7	0.8	-5	-17	1.1	1	1	0.9	-6
4	COc1cc(OC)cc(C(=O)Nn2cc(C(=O)Nc3ccc(F)cc3F)c3ccccc3c2=O)c1	23	3	0.8	0	-11	1	0.9	0.9	1	-2
5	O=C(NC(=S)NCCCN1CCOCC1)c1cccc2ccccc12	5	-18	1	78*	-6	1	1	0.9	1.2	0
6	CC1CCCC(C)N1C(=O)CSc1nc2ncnc(N)c2[nH]1 (stereo unspecified)	22	-11	0.8	8	44	1	0.8	0.8	1.1	-4
7	CCNC(=O)OCCC12CC3CC(CC(C3)C1)C2	14	21	0.9	86*	3	1	1	1	0.8	1
8	Cc1ccc(NC(=O)c2noc3c2CC(C(C)(C)C)CC3)cc1 (stereo unspecified)	4	8	1	-8	-8	1	1	0.9	0.9	-2
9	CC(C)OCCCNC(=O)C1CCC(CNS(=O)(=O)c2ccccc2)CC1 (stereo unspecified)	-2	0	1	-3	-9	1	1	1	1	-1
10	O=C(Nc1ccccc1-c1nnn(CC(=O)N2CCCc3ccccc32)n1)c1ccc(Cl)cc1	14	2	0.9	24	-5	1	0.9	1	1	1
11	CC(C(=O)N1CCOCCOCCOCC1)N1C(=O)c2ccccc2C1=O (stereo unspecified)	-14	-4	1.1	-5	-7	1	1	1.1	1	-5
12	Fc1ccc(-c2cnc[nH]2)cc1	26	4	0.7	-5	-11	1.1	0.9	0.8	1	-6
13	Cc1cnc(-c2nnc(N(C)C(=O)c3cccnc3)s2)cn1	9	4	0.9	2	-5	1	0.9	1	1	-2
14	Fc1ccc(COc2ccc(/C=N/n3cnnc3)cc2)cc1	17	11	0.8	7	-14	1.1	1	1	0.9	-9
15	CC(C)(C)NC(=O)C(c1ccncc1)N(CC1CCCO1)C(=O)Cn1nnc(-c2ccc(F)cc2)n1 (stereo unspecified)	22	-22	0.8	-4	-6	1	0.9	0.9	1.2	-3
16	CCn1ccnc1CN1CCN(CCC(C)C)C(CCO)C1 (stereo unspecified)	12	0	0.9	-3	-14	1.1	1	1	1	-9
17	CC1(C)CC(O)(CNCc2ccc3c(c2)OCO3)CCO1 (stereo unspecified)	-10	-1	1.1	75*	13	1.1	1	1.1	1	-6
18	COCCn1c(-c2ccccc2)nc2c(c(=O)c3ccccc3n2C)c1=O	5	-5	0.9	6	-4	1	0.9	1	1.1	-3
19	O=c1[nH]c(CN2CCc3ccccc3C2)nc2ccccc12	7	4	0.9	-5	-3	1	0.9	1	1	-3
20	CCOc1ccc(-n2c(Cc3cc(=O)[nH]c(=O)[nH]3)nnc2SCC(=O)NC2CCCC2)cc1	17	-6	0.8	-6	-13	1	1	1	1.1	-4
21	CCOC(=O)c1cccc(NC(=O)c2ccco2)c1	1	9	1	34	-10	1.1	1	0.9	0.9	-6
22	CN1C(=O)S/C(=C\c2ccccc2OCc2ccc(C(=O)O)cc2)C1=O	-1	2	1	10	2	1	1	1.2	1	0
23	Cc1cc(C(=O)O)sc1C	1	14	1	-8	-6	1	1.1	1.2	0.9	-2
24	CC1CN(c2ccccc2)C(=O)CS1 (stereo unspecified)	8	9	0.9	-8	-12	1	1	0.9	0.9	-3
25	COc1cccc(N2CCN(C(=O)c3ccc(CSc4nc5ccncc5[nH]4)cc3)CC2)c1	-2	5	1	21	3	1	1.1	1.1	1	5
26	Cn1c(=O)c2c(nc(Br)n2CCSc2ncccn2)n(C)c1=O	9	3	0.9	6	-7	1	1	1.1	1	-4
27	Brc1ccc(/C=N/N2CCN(C3c4ccccc4-c4ccccc43)CC2)s1	11	48	0.9	-2	-10	1	0.8	0.9	0.5	2
28	Cc1c(NC(=O)OCc2ccccc2)c(=O)n(-c2ccccc2)n1C	10	10	0.9	-3	-15	1	1.1	1	0.9	0
29	CCOC(=O)c1ccc(Nc2ccc([N+](=O)[O-])cn2)cc1	11	0	0.9	4	10	1	1	0.9	1	2
30	CCc1nc(N2CCN(C(=O)c3ccccc3)CC2)c(C#N)c2c1COC(C)(C)C2	18	-2	0.8	46	-10	1.1	1	1	1	-7
31	CCOC(=O)N1CCN(C(=O)CN(c2ccccc2OC)S(=O)(=O)c2ccc(OC)cc2)CC1	22	-16	0.8	-2	-7	1.1	0.9	0.9	1.2	-7
32	C/C(=N\NC(=O)c1c(Br)c(C)nn1C)c1ccc(NC(=O)c2ccoc2C)cc1	13	-6	0.9	-3	0	1	0.9	0.9	1.1	2
33	CC(C)C(=O)Nc1ccc([N+](=O)[O-])c(C(F)(F)F)c1	5	0	1	30	-15	1	1	1	1	-1
34	COc1ccccc1/C=C/C=N/N1CCN(c2ccccn2)CC1	12	-18	0.9	10	-16	1.1	0.8	0.8	1.2	-8
35	CC(=O)c1c(C)[nH]c(C(=O)OCC(=O)Nc2ccc(C)cc2[N+](=O)[O-])c1C	4	-20	1	3	-17	1	1	0.9	1.2	1
36	O=C(Nc1cccc(F)c1)N1CC=C(c2ccc(Cl)cc2)CC1	-1	22	1	6	-16	0.9	1	1	0.8	5
37	COC(=O)c1sccc1NC(=O)COc1ccc(Cl)cc1Cl	-2	10	1	-4	-7	1	1	1	0.9	1
38	COc1ccc(CNc2ccccc2SC)cc1OC	16	-11	0.8	0	-8	1	0.9	0.7	1.1	0
39	Cc1c(C(=O)NC2CCCc3ccccc32)oc2ccc(S(=O)(=O)N3CCCC3)cc12 (stereo unspecified)	9	10	0.9	6	-10	1	1	0.9	0.9	-4
40	COc1cc(OC)cc(C(=O)NCC(=O)OCC(=O)N2CC(C)CC(C)C2)c1 (stereo unspecified)	-8	-2	1.1	-9	-9	1	1	1.1	1	-3
41	CCN(CC)c1ccc2cc(-c3nc4ccccc4[nH]3)c(=O)oc2c1	20	-68	0.8	37	-46	1.1	0.9	0.9	1.7	-7
42	O=C(Nc1ncc(Cc2cccc(C(F)(F)F)c2)s1)c1ccc(-c2cccc([N+](=O)[O-])c2)o1	14	28	0.9	91*	-17	1	0.9	0.9	0.7	-2
43	CCn1cnc2cc(NS(=O)(=O)c3ccc(C)cc3)ccc21	1	0	1	0	10	1	1.1	1	1	3
44	CCN1CCC(NC(=O)Nc2cc(Cl)ccc2OC)CC1	-9	-7	1.1	20	-5	1	1.1	1	1.1	0
45	CCn1cnc2cc(NCc3ccc(C)cc3)ccc21	33	9	0.7	21	2	1	0.6	0.6	0.9	-4
46	O=c1cc(CN2CCOCC2)nc(C2CC2)[nH]1	8	15	0.9	3	-2	1	1	1	0.8	2
47	CNC(=O)c1sc(Nc2cc(C)ccc2C)nc1C	4	-14	1	0	-8	1	1	1.1	1.1	2
48	CCOc1ccc2nc(N/C(N)=N/C(=S)Nc3cccc(C)c3)nc(C)c2c1	5	-8	1	60*	-4	1	1	1	1.1	-2
49	CCCOc1nnnn1-c1ccccc1	-11	-2	1.1	-9	-8	1	1.1	1	1	-4
50	CCC(=O)Nc1ccc(Cl)c(NC(=S)NC(=O)c2cc3ccccc3o2)c1	-10	-6	1.1	17	-28	1	1.1	1	1.1	-3

Continued:
cpd	smiles	Diaph inh CS	bIAP inhibitor	Diaph act CS	Lmaj promast	TNAP inh no acc	TNAP act hiacc	PMI act satM6P	PMI act	bIAP activator	TNAP inh hi DEA
51	Cc1ccc(Cn2cc(C(=O)c3ccc(F)cc3)c(=O)c3cc4c(cc32)OCCO4)cc1	21	11	0.8	39	-8	1.1	0.9	0.9	0.9	-6
52	Cn1cnc2c(N3CCCCC3)nccc21	9	5	0.9	1	-4	1	0.9	0.9	0.9	3
53	CC(=O)Nc1ccc(C(=O)NNC(=O)Cc2ccccc2)cc1	9	-8	0.9	-3	-13	1	0.9	0.9	1.1	-4
54	O=S(=O)(NCc1ccccc1)c1ccc(S(=O)(=O)N2CCCC2)cc1	.	-2	.	-7	-10	1	.	.	1	0
55	O=C(Nc1ccc2c(c1)OCO2)N1CCCC1	5	5	0.9	-3	-14	1.1	1	1	1	-6
56	COc1ccc(NC(=S)N/N=C2\CC(C)(C)Oc3ccc(OC)cc32)cc1	17	14	0.8	-5	-2	1	1	0.9	0.9	2
57	COc1cc(/C=C/C(=O)OCC(=O)N2CC3(C)CC2CC(C)(C)C3)ccc1O (stereo unspecified)	13	6	0.9	15	-7	1	0.9	1	0.9	-2
58	COc1cc(-c2nnc(SCC(=O)N3CCCC3)o2)cc(OC)c1OC	-8	-5	1.1	8	-1	1.1	1.1	1.1	1	-10
59	Cc1cc(OCc2cc3c(cc2Cl)OCO3)c2c(C)cc(=O)oc2c1	-1	-46	1	4	-10	1	1	0.9	1.5	2
60	CCCc1cc(C(=O)NCCc2ccccc2)no1	-7	8	1.1	-8	-6	1	1	1	0.9	-2
61	COc1ccc(-n2nc(C(=O)NCC(=O)NCc3ccccc3OC)c3ccccc3c2=O)c(OC)c1	10	-2	0.9	-1	-4	1.1	0.9	1	1	-7

Part of the list above in another layout:
23: Cc1cc(C(=O)O)sc1C
18: COCCn1c(-c2ccccc2)nc2c(c(=O)c3ccccc3n2C)c1=O
41: CCN(CC)c1ccc2cc(-c3nc4ccccc4[nH]3)c(=O)oc2c1
43: CCn1cnc2cc(NS(=O)(=O)c3ccc(C)cc3)ccc21
42: O=C(Nc1ncc(Cc2cccc(C(F)(F)F)c2)s1)c1ccc(-c2cccc([N+](=O)[O-])c2)o1
Compound	23	18	41	43	42
Diaph inh CS	1	5	20	1	14
bIAP inhibitor	14	-5	-68	0	28
Diaph act CS	1	0.9	0.8	1	0.9
Lmaj promast	-8	6	37	0	91*
TNAP inh no acc	-6	-4	-46	10	-17
TNAP act hiacc	1	1	1.1	1	1
PMI act satM6P	1.1	0.9	0.9	1.1	0.9
PMI act	1.2	1	0.9	1	0.9
bIAP activator	0.9	1.1	1.7	1	0.7
TNAP inh hi DEA	-2	-3	-7	3	-2

Bioassay records from PubChem BioAssay.
